Bioassay records (PubChem)
CSN deneddyl inh: blocks human CSN-mediated cullin deneddylation | Q92905 | AID 651999 | Purified CSN, SCF-Nedd8-OG deneddylation, fluorescence polarization | inhibition, % at 12.5 µM | 360,000 compounds, 0.38% hits;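 active means pattern-corrected inhibition above about 35%, with an unprinted fluorescence ratio check between 0.5 and 1.5, limit read from the data, passing the limit was not always enough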;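 further: 0% = enzyme with substrate and 100% = substrate without enzyme; some results filed as inactive read as strong as hits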
Target sequence (Q92905 whole entry, looked up, one chain of several): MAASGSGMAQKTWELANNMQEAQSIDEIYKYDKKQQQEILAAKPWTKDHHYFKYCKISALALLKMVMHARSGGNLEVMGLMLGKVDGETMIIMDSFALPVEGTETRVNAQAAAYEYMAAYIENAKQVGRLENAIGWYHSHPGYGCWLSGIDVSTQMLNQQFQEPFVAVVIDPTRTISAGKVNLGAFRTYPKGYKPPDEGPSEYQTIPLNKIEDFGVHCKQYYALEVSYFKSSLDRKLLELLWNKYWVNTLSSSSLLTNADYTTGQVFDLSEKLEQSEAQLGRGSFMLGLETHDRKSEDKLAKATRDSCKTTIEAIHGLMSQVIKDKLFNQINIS
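Assay system: HEK293T-derived human Csn5 enzyme; quantity: 0.24 nM enzyme; medium: Tris/NaCl/DTT buffer, pH 7.5; also added: substrate SCFSkp2-Nedd8OG, 10 nM; doses: 12.5 µM compound; schedule: 90 min reaction at room temperature; signal: FP; read-out: % inhibition of substrate cleavage by Csn5; benchmarks: substrate-only high control, full reaction low control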
Neddylation inh: cullin neddylation inhibition | TR-FRET cullin neddylation, biochemical | calls only at 25 µM | 360,000 compounds, 0.58% hits | AID 651699; in the data active means inhibition above about 36%
MsrA act: activators of bovine methionine sulfoxide reductase A; activation, % at 10.6 µM; purified bovine MsrA, absorbance read-out; 360,000 compounds, 0.3% hits; in the data active means activation above about 7.5%;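 further: 0% = vehicle and 100% = reference activator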
FAS TE block: blocks the thioesterase domain of human fatty acid synthase; AID 602261; P49327; recombinant FAS-TE, OMFH fluorogenic substrate, fluorescence endpoint; 360,000 compounds, 0.67% hits; inhibition, % at 15 µM;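 active means compounds whose normalised, plate-corrected inhibition of enzyme fluorescence in the single-dose primary screen is 50% or more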;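 further: 0% = DMSO with enzyme and 100% = substrate without enzyme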
MsrA inhibitor: inhibitors of bovine MsrA | 360,000 compounds, 0.75% hits | purified bovine MsrA, absorbance read-out | inhibition, % at 15.5 µM; in the data active means inhibition above about 4.5%;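 further: 0% = vehicle wells with enzyme and 100% = reference inhibitor wells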
E coli Lon inh: inhibits E. coli Lon protease; P0A9M0; purified E. coli Lon protease, fluorescence polarization; inhibition, % at 7.94 µM; 360,000 compounds, 0.42% hits; AID 602123; in the data active means inhibition above about 13%, passing the limit was not always enough;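 further: 0% = enzyme with probe and DMSO and 100% = no enzyme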
Rin1 Abl inh: blocks binding of human Rin1 to Abl; P00519+Q13671; TR-FRET Rin1/Abl binding, biochemical; 360,000 compounds, 0.4% hits; inhibition, % at 7.35 µM; in the data active means inhibition above about 5%, passing the limit was not always enough
MLLE-PAM2 inh: inhibitors of microRNA-mediated deadenylation, human PABP1 MLLE binding. P11940. GST-MLLE / FITC-PAM2 fluorescence polarization. inhibition, % at 20 µM. 360,000 compounds, 0.36% hits. AID 588489; in the data active means inhibition above about 35%, passing the limit was not always enough;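 further: plate controls were DMSO wells with GST-MLLE for no effect and wells lacking GST-MLLE protein for full effect; some results filed as inactive read as strong as hits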
Target sequence (P11940 whole entry, looked up): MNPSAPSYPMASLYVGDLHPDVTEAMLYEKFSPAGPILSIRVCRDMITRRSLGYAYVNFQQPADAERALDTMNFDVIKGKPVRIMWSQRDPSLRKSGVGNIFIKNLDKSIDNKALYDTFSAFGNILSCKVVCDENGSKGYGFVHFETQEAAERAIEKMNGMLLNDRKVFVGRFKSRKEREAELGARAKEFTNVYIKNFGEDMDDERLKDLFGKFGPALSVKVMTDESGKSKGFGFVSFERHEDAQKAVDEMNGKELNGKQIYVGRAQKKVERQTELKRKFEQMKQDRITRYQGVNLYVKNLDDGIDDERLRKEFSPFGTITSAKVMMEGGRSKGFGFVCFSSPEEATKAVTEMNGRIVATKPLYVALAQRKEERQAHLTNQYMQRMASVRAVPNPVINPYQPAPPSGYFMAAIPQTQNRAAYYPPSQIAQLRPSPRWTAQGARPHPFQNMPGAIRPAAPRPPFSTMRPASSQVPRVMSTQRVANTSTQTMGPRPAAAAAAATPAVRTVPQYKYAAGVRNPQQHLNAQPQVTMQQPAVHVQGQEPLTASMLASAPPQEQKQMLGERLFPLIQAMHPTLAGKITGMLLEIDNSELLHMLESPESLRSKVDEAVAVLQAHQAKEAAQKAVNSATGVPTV
Tb MetRS inh: Trypanosoma brucei MetRS inhibition; purified T. brucei MetRS, ATP depletion, Kinase-Glo luminescence; inhibition, % at 11.9 µM; 360,000 compounds, 0.4% hits; AID 624268;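 active means inhibition above a per-plate cutoff of the control wells' mean inhibition plus 3 SD, cut at about 5.5% in these data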;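 further: 0% = DMSO wells median and 100% = median of wells with control inhibitor compound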
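Material – parasite MetRS enzyme · Medium – HEPES-MgCl2-KCl buffer plus DTT, spermine, BSA, pyrophosphatase · Reagent – ATP, methionine and E. coli bulk tRNA substrates · Times – 15 min enzyme-compound preincubation, 2 h reaction, 10 min detection, 25 °C · Measured by – luminescence of leftover ATP · Evaluation – percent inhibition relative to median high and low control wells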
* hit, by the source's call; i = inactive; . = not tested or not shown; + = active, no number. Random draw from the library; 4% or so of the library scored in one or more.

canonical_smiles,CSN deneddyl inh,Neddylation inh,MsrA act,FAS TE block,MsrA inhibitor,E coli Lon inh,Rin1 Abl inh,MLLE-PAM2 inh,Tb MetRS inh
COc1ccc(CN(C)CC(=O)N(C)CC(=O)Nc2ccccc2Br)cc1F,-2,i,-3,-2,0.2,-7,1,-2,0.0
Cc1nnc(SCC(=O)NC2CCCC(C)C2C)n1N (centres undefined),8,i,3,-2,-0.8,-2,4,-12,-0.3
CC(=O)Nc1ccc(N(C(=O)c2ccccn2)C(C(=O)NC2CCCCC2)c2ccc(F)cc2)cc1 (centres undefined),-2,i,-4,-3,0.5,-13,2,2,-0.4
CCSc1nnc(NC(=O)c2cc(C)on2)s1,1,i,-4,-5,2.8,11,-3,-2,0.2
O=C(Nc1ccncc1)c1ccc(Br)cc1,2,i,-5,-3,0.4,3,-3,5,-0.8
CC(=O)Nc1ccc(NC(=O)C(C)OC(=O)CNC(=O)c2sc3ccccc3c2Cl)cc1 (centres undefined),-5,i,-8,-15,-0.9,7,0,-16,-1.5
O=C(O)C1(c2ccccc2)CCC(Nc2ccccc2)C1 (centres undefined),3,i,-1,-5,0.3,-4,-2,-12,1.7
COc1ccc(Cl)cc1NC(=O)CN(C)C(=O)CCCc1c[nH]c2ccccc12,4,i,-2,21,-0.6,-2,2,2,-0.2
CCCCCCS(=O)[C@H]1CS(=O)(=O)C[C@@H]1S(=O)CCCCCC (some centres undefined),0,i,-7,3,0.4,1,0,36,-1.3
COc1ccc(C)cc1NC(=O)C1CCN(C(=O)c2ccc(C(C)(C)C)cc2)CC1,3,i,-1,-5,0.5,1,-1,-16,-0.5
O=C(Cc1ccc(F)cc1)Nc1ccccc1Sc1ccccc1,3,i,-6,21,-0.5,6,2,2,-1.0
O=C(CSc1ccccn1)N/N=C/c1cc([N+](=O)[O-])ccc1O,-1,i,-3,49,3.1,9,-4,-3,-0.1
CC(C)(C)C(=O)NC(=S)NNC(=O)c1ccncc1,-2,i,-2,-6,2.6,-2,3,11,-0.3
CCOC(=O)c1snc(C(=O)NC2CCCCC2)c1N,1,i,-4,10,1.9,-10,-2,5,0.1
O=C(CSc1nnc(COc2ccccc2)n1-c1ccccc1)c1cccs1,-4,i,-1,13,-0.1,9,-1,-113,-0.3
CCC(=O)NCCc1nc2cc(NC(=O)c3cccs3)ccc2n1C,-6,i,-2,-3,0.1,-4,-3,8,-0.5
Cc1ccc(C)c(NC(=O)CCN2C(=O)c3ccccc3C2=O)c1,-2,i,1,-4,-0.9,-5,0,-7,-0.9
CCC(C)N(C(=O)CSc1nnc(C)n1C)C1CCS(=O)(=O)C1 (centres undefined),-4,i,-3,-6,0.5,-2,3,-35,-0.2
CCOC(=O)c1ccccc1NC(=O)C1CC(=O)N(C(C)(C)C)C1 (centres undefined),5,i,-2,-5,-0.6,-6,1,12,-0.3
NC(=O)c1cc(S(=O)(=O)NCCc2ccc(Cl)cc2)cs1,1,i,-2,-9,0.5,1,-3,0,0.9
CC(C)OCCCNC(=O)CN1C(=O)/C(=C/c2ccccc2)Sc2ccccc21,-1,i,-2,3,-0.6,8,0,25,-0.7
COc1ccc(CC(=O)Nc2cccc(S(=O)(=O)N3CCCCC3)c2)cc1,-2,i,0,16,0.5,-1,2,-7,-0.2
N#Cc1ccc(Oc2ccc(/C=N/O)cn2)cc1,-1,i,-1,-11,0.1,8,-3,-3,-0.8
COc1ccc(C(=O)NCCn2cc(SCC(=O)NCc3ccco3)c3ccccc32)cc1,1,i,-7,-3,-0.8,-6,0,21,-0.2
COc1ccc(CN(CC(=O)NCCc2ccccc2)C(=O)CCC(=O)Nc2cc(C)ccn2)cc1,8,i,-2,0,0.4,-2,0,19,-0.5
COc1ccc(S(=O)(=O)Nc2ccccc2C(=O)N2CCCC2)cc1C,0,i,0,-9,-1.0,-2,0,5,0.0
COc1ccc2nc(N3CCCC(C(=O)NCCCN4C(C)CCCC4C)C3)sc2c1 (centres undefined),3,i,-2,-6,-1.5,-6,-2,-1,1.2
Cc1cc(OCC(=O)Nc2ccc3oc(=O)ccc3c2)ccc1Cl,-1,i,0,-10,0.8,-3,1,-10,0.1
CCN(CC(=O)NCc1ccc(Cl)cc1)C(=O)c1oc2ccccc2c1C,-1,i,-3,8,1.6,-2,2,-19,0.3
O=C(CCl)NC1(C(F)(F)F)C(=O)Nc2c1c(=O)[nH]c(=O)n2-c1ccccc1 (centres undefined),3,i,-1,-6,1.2,5,-1,-6,0.8

2 records drawn at random from those above, as already listed:
canonical_smiles,CSN deneddyl inh,Neddylation inh,MsrA act,FAS TE block,MsrA inhibitor,E coli Lon inh,Rin1 Abl inh,MLLE-PAM2 inh,Tb MetRS inh
N#Cc1ccc(Oc2ccc(/C=N/O)cn2)cc1,-1,i,-1,-11,0.1,8,-3,-3,-0.8
CCOC(=O)c1ccccc1NC(=O)C1CC(=O)N(C(C)(C)C)C1 (centres undefined),5,i,-2,-5,-0.6,-6,1,12,-0.3

Next results.
canonical_smiles,CSN deneddyl inh,Neddylation inh,MsrA act,FAS TE block,MsrA inhibitor,E coli Lon inh,Rin1 Abl inh,MLLE-PAM2 inh,Tb MetRS inh
CCCCCCC(=O)Nc1ccc(S(=O)(=O)Nc2onc(C)c2C)cc1,3,i,-3,-4,0.6,-13,0,11,0.8
C=CCn1c(SCc2c(C)noc2C)nc2cc(C(=O)O)ccc2c1=O,-5,i,-6,-4,-0.2,0,3,7,0.0
Cc1ccc([C@H]2C[C@H](n3cc(C4CC4)nn3)[C@@H](O)CN2CC2CCCCC2)cc1,6,i,-4,15,1.0,-8,2,-6,-0.7
CCN(Cc1nc2cc(Cl)ccc2c(=O)[nH]1)C(=O)c1cccc(NC(=O)c2cccs2)c1,-3,i,-3,9,0.6,0,-3,-1,0.2
Nc1ccc2nc(-c3ccc(Cl)cc3)[nH]c2c1,1,.,-1,7,1.8,-13,-5,-15,0.5
NC(=O)c1cccc(-c2cnc(N)c(C(=O)c3cccnc3)n2)c1,-2,i,-11,-1,.,3,-6,-2,-0.2
CC(C)C(NC(=O)c1ccco1)C(=O)OCC(=O)c1ccccc1 (centres undefined),5,i,-2,-3,-0.6,-5,3,1,-0.3
CCOC(=O)c1cnc(SSc2ncc(C(=O)OCC)c(N)n2)nc1N,4,i,1,-2,0.9,-3,2,11,0.0
COc1ccc(C(=O)c2ccccc2Cl)cc1,6,i,2,3,-0.3,2,-3,4,-1.1
Cc1cc(C(=O)Nc2ccc(CC(=O)O)cc2)c(C)o1,1,i,-7,-7,-0.4,10,-3,-10,-1.1
COCCn1c(=N)c(S(=O)(=O)c2ccc(Br)cc2)cc2c(=O)n3ccccc3nc21,0,+,-1,25,1.1,-9,-2,-7,-0.1
CC(Sc1n[nH]c(-c2cccs2)n1)C(=O)N1CCCC1 (centres undefined),-1,i,0,-11,-1.5,-2,1,0,0.0
COCCNC(=O)c1ccc(C(=O)C(=O)c2ccccc2)cc1,-3,i,-2,-7,-0.1,3,-2,5,-0.8
CCCOc1ccc(OCCSc2ncccn2)cc1,4,i,-1,7,-1.0,-3,0,-6,-0.3
CCCCCCNCc1ccc(Br)cc1,1,i,-5,-4,-0.6,-4,2,-1,-0.3

A few values from the list:
FAS TE block with CC(Sc1n[nH]c(-c2cccs2)n1)C(=O)N1CCCC1 (centres undefined) = -11
Rin1 Abl inh with Cc1ccc([C@H]2C[C@H](n3cc(C4CC4)nn3)[C@@H](O)CN2CC2CCCCC2)cc1 = 2
Rin1 Abl inh with CCCOc1ccc(OCCSc2ncccn2)cc1 = 0
FAS TE block with COc1ccc(C(=O)c2ccccc2Cl)cc1 = 3
Tb MetRS inh with Cc1cc(C(=O)Nc2ccc(CC(=O)O)cc2)c(C)o1 = -1.1
MsrA act with NC(=O)c1cccc(-c2cnc(N)c(C(=O)c3cccnc3)n2)c1 = -11
Tb MetRS inh with CCOC(=O)c1cnc(SSc2ncc(C(=O)OCC)c(N)n2)nc1N = 0.0

An excerpt of these results, with each value named:
COc1ccc(C(=O)c2ccccc2Cl)cc1
  CSN deneddyl inh: 6	Neddylation inh: i	MsrA act: 2	FAS TE block: 3	MsrA inhibitor: -0.3	E coli Lon inh: 2	Rin1 Abl inh: -3	MLLE-PAM2 inh: 4	Tb MetRS inh: -1.1
Cc1cc(C(=O)Nc2ccc(CC(=O)O)cc2)c(C)o1
  CSN deneddyl inh: 1	Neddylation inh: i	MsrA act: -7	FAS TE block: -7	MsrA inhibitor: -0.4	E coli Lon inh: 10	Rin1 Abl inh: -3	MLLE-PAM2 inh: -10	Tb MetRS inh: -1.1

Going on with the list.
Every second line gives: CSN deneddyl inh, Neddylation inh, MsrA act, FAS TE block, MsrA inhibitor, E coli Lon inh, Rin1 Abl inh, MLLE-PAM2 inh, Tb MetRS inh
> O=C(NCc1cccs1)c1cccnc1Cl
→ -3, i, -3, -7, -0.2, -16, 1, -4, -0.1
> CCc1ccc(OC(C)c2nnc(SCC(=O)Nc3ncccc3C)n2C)cc1 (centres undefined)
→ -13, i, -11, -7, 1.0, 0, 1, -140, -1.1
> Cc1ccc(C(C(=O)NC2CCCCC2)N(C(=O)c2csnn2)c2ccccc2F)o1 (centres undefined)
→ 0, i, -2, 2, 0.1, 8, 0, 15, -0.3
> C=C(C)C(=O)N1CC2(CC(c3cccc(NC(=O)/C(C)=C\C)c3)=NO2)C[C@H]1C(N)=O (some centres undefined)
→ 1, i, -9, -15, 0.4, 10, 0, -9, -0.5
> Oc1ccc(C[C@@H]2CNCCN2CC2CCCCC2)cc1
→ -3, i, -3, -3, 0.6, 11, -2, 17, -0.4
> CCOC(=O)c1ccc(CSc2ncn[nH]2)o1
→ 2, i, -14, -2, 0.6, -12, -2, 14, -1.1
> O=C(CCNS(=O)(=O)c1ccccc1C(F)(F)F)N1CCCCCCC1
→ -7, i, -7, -1, 0.9, -10, 4, 10, -0.2
> C[C@@H]1CCCCO[C@H](CN(C)Cc2ccc3c(c2)OCO3)[C@@H](C)CN([C@H](C)CO)C(=O)c2cc(NC(=O)c3ccccc3)ccc2O1
→ -4, i, -3, 28, 1.2, -3, -1, -9, -1.1
> NS(=O)(=O)c1cccc(NC(=O)CCS(=O)(=O)c2ccc(Cl)cc2)c1
→ 2, i, -3, -2, -0.7, -1, 0, -6, 1.0
> CC1C=CCC2C(=O)N(c3ccc(OC(=O)c4ccco4)cc3)C(=O)C12 (centres undefined)
→ -3, i, -6, 1, -0.4, -3, 0, -3, -0.4
